NOD1 NF-kB reporter = NOD1 signaling inhibitors, primary screen, cell-based, luminescence, uHTS (AID 1578) | NOD1-driven NF-kB luciferase reporter cells, luminescence; higher % means a stronger effect | inhibition, % at 4 µM, or EC50 in µM where a hit was titrated | hit rate 1% among 290,000; in the data active = inhibition mostly above about 36%, no sharp cut-off; inactive = mostly below about 34%;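 also: HEK-293T reporter cells stimulated with the NOD1 agonist gamma-tri-DAP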
SIAH1 antagonists = Siah-1 peptide-binding antagonists, primary screen, biochemical, fluorescence polarization, rhodamine-plectin, uHTS (AID 1817); Siah-1 / rhodamine-plectin peptide fluorescence polarization; higher % means a stronger effect; displacement, % at 20 µM, or IC50 in µM where a hit was titrated; hit rate 0.02% among 290,000;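 active = displacement of at least 50% at 20 µM, with a fluorescence ratio check between 0.3 and a set limit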;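 also: plate controls were Siah plus tracer with DMSO for no effect and tracer alone without Siah for full effect; strong numbers were not always called active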
KOR beta-arrestin-1 = KOR antagonists, beta-arrestin recruitment, cell-based, luminescence, uHTS (AID 1778); hit rate 0.091% among 290,000; KOR beta-arrestin recruitment, luminescence, antagonist mode; higher % means a stronger effect; inhibition, % at 10 µM, or IC50 in µM where a hit was titrated; also: strong numbers were not always called active
PhoP inhibition = PhoP-dependent GFP reporter repression – Salmonella Typhimurium, primary screen (AID 1863); hit rate 0.16% among 300,000; S. Typhimurium PhoP-regulated promoter GFP reporter, 4 h; higher % means a stronger effect; inhibition, % at 50 µM; hits with a dose series show IC50 in µM;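 active = inhibition over 29.93%, a cutoff 3 SD above the screen mean, later confirmed by dose response; inconclusive = inhibition over 29.93% but no dose response follow-up; inactive = inhibition at most 29.93% or unconfirmed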;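 also: 0% = low Mg2+ inducing control and 100% = high Mg2+ repressing control; strong numbers were not always called active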
HIV fusion peptide = inhibitors of HIV fusion peptide binding, primary screen, biochemical, uHTS, fluorescence dequenching (AID 1986); one-dose inhibition, % at 20 µM; IC50 in µM for titrated hits; hit rate 0.3% among 290,000; cell-free peptide binding, fluorescence dequenching, 30 min; higher % means a stronger effect; in the data active = inhibition mostly above about 52%, no sharp cut-off; inactive = mostly below about 76%; also: some results filed as inactive read as strong as hits
HEK293 NOD2/NF-kB = inhibition of NOD2-driven NF-kB reporter – cell-based, luminescence, uHTS, HEK293 (AID 1566). inhibition, % at 4 µM, or EC50 in µM where a hit was titrated. HEK293 NOD2/NF-kB luciferase reporter, luminescence; higher % means a stronger effect. hit rate 0.63% among 290,000; also: many of its hits are not listed in these tables
LYP phosphatase = PTPN22 lymphoid phosphatase activity blockers – biochemical, fluorescence intensity, uHTS (AID 1779); recombinant LYP phosphatase, fluorescence intensity; higher % means a stronger effect; inhibition, % at 11.5 µM; hits with a dose series show IC50 in µM; hit rate 0.054% among 290,000;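 also: plate controls were vehicle with enzyme for no effect and no enzyme for full effect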
KOR beta-arrestin-2 = kappa opioid receptor activators – cell-based, luminescence, uHTS, primary screen (AID 1777); hit rate 0.02% among 280,000; one-dose activation, % at 10 µM; EC50 in µM for titrated hits; KOR beta-arrestin recruitment, luminescence; higher % means a stronger effect; in the data active = activation above about 50%, passing the limit was not always enough; also: a part of the inactive calls stands beside numbers as strong as those of hits
Myeloid diff 2 = promotes myeloid progenitor differentiation. ER-HoxA9 myeloid progenitors, lysozyme-GFP differentiation, flow cytometry. calls only at 10 µM. hit rate 1% among 360,000. AID 624256;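 active = normalized GFP-positive differentiation at or above the plate's own cutoff, the solvent-only control mean plus 3 SD; inconclusive = no clear call, values can overlap the other calls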;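 also: cells exposed to compound for four days before flow analysis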
Myeloid diff 2 GFP+ MAC1+ % = second read-out of Myeloid diff 2, no call of its own (marks repeat the call); GFP+ MAC1+ double positive, %; measured here: differentiation confirmed by MAC1 staining
The depositor's hits bear a star; i = inactive; u = inconclusive; x = no result given; [ ] = another dose, or the depositor's remark. Rule as the data show it, unless noted: active = inhibition above about 50%; inactive = the rest. The list is partial, so the mix of outcomes need not match the whole.

SMILES | NOD1 NF-kB reporter | SIAH1 antagonists | KOR beta-arrestin-1 | PhoP inhibition | HIV fusion peptide | HEK293 NOD2/NF-kB | LYP phosphatase | KOR beta-arrestin-2 | Myeloid diff 2 | Myeloid diff 2 GFP+ MAC1+ %
Cc1ccc(C(C(=O)NCC2CCCO2)N(C(=O)c2snc(C(N)=O)c2N)c2ccccc2)o1 (stereo not given) | -4% | 16% | -22% | 2% | 2.0% | 13% | -10% | -4.1% | i | 3.1
O=C(O)c1ccc(S(=O)(=O)c2ccc3c(c2)C(=O)N(NC(=O)c2cccnc2)C3=O)cc1 | -9% | 5% | -18% | 1% | 2.3% | 18% | -2% | 19% | i | 0.3
O=C(CN1CCCC1)Nc1ccc([N+](=O)[O-])cc1 | -31% | 5% | 1%[20 µM] | -3% | -1.5% | 2% | -2% | -6.4% | i | 0.5
COc1ccc(CNC(=O)/C=C/c2ccccc2[N+](=O)[O-])cc1 | -29% | -5% | 3% | 1% | -0.8% | 20% | -7% | -4.6% | i | 0.6
COc1ccccc1CN(C)C(C)C(=O)Nc1cccc(C(C)=O)c1 (stereo not given) | -27% | 3% | -13% | 3% | -0.5% | 8% | -3% | -2.0% | i | 0.4
C=CCNCCOCCSc1ccc(Cl)cc1 | -24% | 6% | x | 13% | 2.5% | -4% | -4% | -2.0% | i | 0.1
O=C(Nc1ccccc1Oc1ccccc1)c1cc([N+](=O)[O-])ccc1Cl | 46% | 8% | 31% | 0% | -1.9% | -24% | 2% | 0.2% | i | 1.0
CCc1ccc(NC(=O)Cn2c(=O)oc3cc(S(=O)(=O)N4CCOCC4)ccc32)cc1 | -1% | 1% | 12% | -1% | 2.8% | -2% | -5% | 1.2% | i | 3.1
CCN(CC)CCOC(=O)c1ccc(NC(=O)CCCN2C(=O)/C(=C\c3cccs3)SC2=S)cc1 | 24% | -13% | -24% | -3% | 2.3% | 10% | -5% | 6.7% | i | 1.2
CCCCC(=O)NC(=S)Nc1cc([N+](=O)[O-])ccc1OC | -15% | 1% | -34%[20 µM] | 3% | 0.7% | 18% | 0% | -4.1% | i | 0.3
COc1ccc(NS(=O)(=O)c2ccc(NC(=S)NC(=O)CC(C)C)cc2)cc1 | -13% | 0% | 28% | 16% | 0.1% | -7% | 6% | 0.6% | i | 0.5
Cc1ccc(Sc2ncccc2C(=O)O)cc1 | 14% | -2% | -1% | -29% | -0.8% | -9% | -6% | 7.6% | i | 1.2
CCOC(=O)c1c(C)sc2c1N(C(=O)CN(CC)CC)c1ccccc1S2 | -8% | 6% | -20% | 1% | -3.1% | 6% | -7% | -1.6% | i | 0.6
Cc1cc(C)n(CCOC(=O)c2sc3ccccc3c2Cl)n1 | -6% | 2% | 22% | -6% | -8.1% | -2% | -3% | 3.7% | i | 1.6
CCOC(=O)c1c(C)n(CC)c2ccc(OC(=O)c3ccc([N+](=O)[O-])cc3)cc12 | -8% | -1% | -12% | -3% | -0.8% | 10% | 0% | -1.5% | i | 0.2
NC(=S)N/N=C/c1ccc(-n2nncc2-c2ccc(Cl)cc2)cc1 | 21% | -2% | 33% | 1% | -3.4% | -39% | 6% | 0.6% | i | 2.7
COc1ccc(CC2(CO)CCN(Cc3cnn(C)c3)CC2)cc1 | -1% | 4% | -6%[20 µM] | x | 0.9% | -10% | -1% | x | i | 0.1
CCOc1ccccc1NC(=O)C1CCN(C(=O)c2cccs2)CC1 | -15% | 0% | -5%[20 µM] | 9% | 1.5% | 10% | -8% | -8.0% | i | 0.1
Cc1cc(C)[n+](-c2ccc(C(C)C)cc2)c2[nH]c(=O)[nH]c(=O)c12 | -21% | 8% | 28% | 14% | 2.7% | 14% | -24% | 0.1% | i | 1.3
CCCCN1C(=O)c2ccc(C(=O)Nc3ccccc3N3CCOCC3)cc2C1=O | -39% | 2% | -6% | -5% | -2.3% | -10% | -3% | 0.0% | i | 0.5
c1ccc(-c2noc(CN3CCOCC3)n2)cc1 | 26% | 0% | 5%[20 µM] | 5% | -1.0% | -10% | -2% | x | i | 0.5
O=C(O)CC1S/C(=N/N=C/c2ccccn2)NC1=O (stereo not given) | 3% | 7% | 7% | -10% | 3.6% | 12% | -1% | -0.4% | i | 0.3
COc1ccc(Cl)cc1-n1c(=S)sc2c(=O)[nH]c(SCC(=O)C(C)(C)C)nc21 | 8% | 3% | -16% | 2% | 46% | 45% | 6% | -0.1% | i | 0.3
Cc1cc(C)nc(NC(=S)Nc2ccc(Br)cc2Cl)c1 | -17% | 2% | 3% | 4% | 1.6% | -7% | -6% | -1.4% | i | 0.0

Ordered by the number under HEK293 NOD2/NF-kB (ascending): 3 from the list above
SMILES	HEK293 NOD2/NF-kB
COc1ccc(CC2(CO)CCN(Cc3cnn(C)c3)CC2)cc1	-10%
O=C(O)CC1S/C(=N/N=C/c2ccccn2)NC1=O (stereo not given)	12%
Cc1cc(C)[n+](-c2ccc(C(C)C)cc2)c2[nH]c(=O)[nH]c(=O)c12	14%

Next section
SMILES | NOD1 NF-kB reporter | SIAH1 antagonists | KOR beta-arrestin-1 | PhoP inhibition | HIV fusion peptide | HEK293 NOD2/NF-kB | LYP phosphatase | KOR beta-arrestin-2 | Myeloid diff 2 | Myeloid diff 2 GFP+ MAC1+ %
CCN(c1ccccc1)S(=O)(=O)c1ccc(Cl)c(NC(=O)CSc2ncn[nH]2)c1 | 17% | -4% | -7% | 3% | -2.0% | 4% | -9% | -2.9% | i | 0.2
O=C(Nc1nc(-c2ccc(Oc3ccccc3)cc2)cs1)C1=COCCO1 | -13% | 13% | 18% | -7% | 1.6% | 30% | 0% | -1.4% | i | 0.3
COc1ccc(S(=O)(=O)Nc2c(C)ccc3nsnc23)cc1OC | -21% | 2% | 18% | -5% | 0.7% | -2% | -3% | -3.4% | i | 1.6
Cc1ccn2cc(CC(=O)O)nc2c1 | -29% | 2% | -22% | -10% | 9.0% | 13% | 0% | -5.2% | i | 0.0
Cc1ccc(S(=O)(=O)NCc2c(Cl)cccc2Oc2ccccc2)cc1 | -2% | 8% | 19% | -8% | 1.0% | 8% | -4% | -3.4% | i | 1.2
COc1cc(NC(=O)c2ccc(Cl)cc2Cl)ccc1-c1cc2ccccc2oc1=O | -42% | 6% | -24% | 4% | 2.4% | -10% | -9% | -1.7% | i | 6.2
COc1ccc(Cl)cc1-c1n[nH]c(=S)n1C1CCCCC1 | 16% | 0% | -17% | -2% | -0.4% | 14% | -1% | -3.3% | i | 2.4
COC(=O)c1cc2ccsc2n1Cc1ccccc1F | -8% | -6% | -47% | 2% | -2.3% | -2% | -4% | -0.4% | i | 2.0
O=C(C1CCN(CCCc2ccccc2)CC1)N1CCCCC1 | 22% | 1% | 14% | 2% | -2.4% | -4% | -8% | 2.3% | i | 0.3
CCOc1ccc(S(=O)(=O)NCCC(=O)Nc2cccc(C(=O)OC)c2)cc1 | -37% | 2% | 38% | -4% | -0.9% | 4% | 0% | -4.0% | i | 0.4
CC(C)(C)c1cc[n+](CC(=O)Nc2cc(C(F)(F)F)ccc2N2CCOCC2)cc1 | -29% | -4% | -11% | -10% | 0.9% | -4% | -6% | 1.8% | i | 0.5
Cc1ccc(C)c(/C=C2\N=C(c3ccccc3F)OC2=O)c1 | -32% | 0% | -7% | 12% | 0.7% | 3% | -1% | -1.1% | i | 0.5
Cc1ccc(S(=O)(=O)CC2CSc3nc(N)cc(=O)n32)cc1 (stereo not given) | -13% | 11% | -13% | -4% | -0.1% | 1% | -6% | -0.3% | i | 3.0
O=C1c2[nH]nc(-c3ccccc3O)c2C(c2ccc(F)cc2)N1Cc1ccco1 (stereo not given) | 53%* | -5% | -107% | 29% | 5.3% | -18% | -2% | 12% | i | 0.7
O=C(NC1CCCCC1)N1CCC(c2nc3ccc(Cl)cc3[nH]2)CC1 | -9% | 2% | -28% | 0% | 0.8% | -24% | -4% | 8.6% | i | 7.3
COc1ccc(C2CC(=O)C=C(NCC3CCCO3)C2)cc1 (stereo not given) | 12% | -2% | -10% | 4% | 0.3% | 9% | -7% | 11% | i | 0.3
COc1ccc(C(=O)O)cc1NS(=O)(=O)c1cccc2nsnc12 | 20% | -3% | -47% | 6% | 1.7% | -8% | -1% | 4.6% | i | 0.7
CC(=O)N1C(=O)N(C)C2C1N(C)C(=O)N2C(C)=O (stereo not given) | -31% | 3% | 8% | -2% | -2.7% | -9% | 3% | 0.8% | x | x
CCCCNC(=O)COc1ccccc1[N+](=O)[O-] | -32% | 8% | -10% | 2% | -2.8% | 0% | -1% | -2.0% | i | 0.4
CCOC(=O)C1CCCCN1C(=O)CCc1c(C)nc2ncnn2c1C (stereo not given) | 2% | 2% | -25% | 5% | -1.3% | -3% | -6% | 4.9% | i | 0.7
Cc1cc(C)cc(NC(=O)c2ccc3nc[nH]c3c2)c1 | -8% | 3% | -12% | 5% | -2.3% | -13% | -8% | 0.1% | i | 0.4
CCn1c(=O)cc(SCC(=O)Nc2ccc(Cl)cc2)c2ccccc21 | -21% | 6% | -2% | 10% | -0.6% | 18% | 1% | 2.7% | i | 1.4
Cc1cc(-c2nnnn2-c2cc(Cl)cc(Cl)c2)no1 | 7% | 1% | 7% | -3% | -0.6% | 6% | -12% | 6.7% | i | 0.7
Cc1c(C(=O)NNC(=O)Nc2ccc([N+](=O)[O-])cc2)oc2ccccc12 | -5% | -7% | 0% | 5% | -1.2% | 6% | -11% | 1.9% | i | 0.6
O=C(Cn1nnc(-c2cccs2)n1)NCc1cccs1 | -35% | 13% | -13% | 6% | 0.7% | -2% | -13% | -3.7% | i | 0.1
CCCc1nc2sc3c(c2c(=O)n1NC(=O)c1ccco1)CC(C)(C)OC3 | -20% | -2% | -25% | -13% | -1.2% | 12% | -4% | -0.2% | i | 0.7
Cn1c2ccccc2c2ncn(CCC3=CCCCC3)c(=O)c21 | -33% | 4% | 7% | -3% | 2.0% | -36% | -8% | -2.4% | i | 0.6
Cc1ccnc(NC(=O)CC(c2ccccc2)c2ccccc2)n1 | -48% | -1% | 0% | 0% | 2.5% | -8% | -10% | -4.6% | i | 0.4
CC1CCC2(CC1)Nc1ccccc1C(=O)N2c1ccccc1 (stereo not given) | -12% | -1% | 9% | 0% | -0.5% | -8% | -12% | 7.6% | i | 0.7
CCOc1ccc(/C(O)=C2/C(=O)C(=O)N(c3nc(C)c(C)s3)C2c2ccco2)cc1 (stereo not given) | -17% | 0% | -9% | -1% | -0.9% | -14% | -6% | 14% | i | 3.1
CN(C)CCCn1cnc2c1c(=O)[nH]c(=O)n2Cc1ccccc1 | -12% | 7% | -18% | -4% | -0.1% | -11% | 4% | -0.3% | i | 0.9
NS(=O)(=O)c1cccnc1Nc1cccc(Cl)c1 | 10% | -4% | -68% | 8% | -1.9% | -19% | -6% | -4.5% | i | 0.8
O=C(/C=C/c1cccc([N+](=O)[O-])c1)c1cccs1 | 27% | 7% | 14% | 2% | -1.0% | -34% | -4% | -2.4% | u | x
Cc1c(-c2ccccc2)sc(Br)c1C(=O)N1CCOCC1 | -15% | 2% | -38% | 4% | 3.9% | 11% | 0% | -4.3% | i | 0.8
